Screens deposited in PubChem BioAssay by National Center for Advancing Translational Sciences (NCATS).
LDHA block = LDHA (human) enzyme inhibition. P00338. purified LDHA, NADH/diaphorase-resazurin fluorescence; active compounds read low. activity change, % (values are at about 110 or 230 µM). 0.15% of 480,000 active. AID 1347041; in the data active = activity change below about -30%; inconclusive = mostly about -25% to -30%;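 also: plate controls were DMSO wells for no effect and wells without enzyme for full effect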
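Human LDH5 at 2 nM final in Tris HCl pH 7.4 with 0.06 mM NADH and 0.2 mM pyruvate, reacted 5 minutes at room temperature. Remaining NADH coupled via diaphorase/resazurin; resorufin fluorescence read at 0 and 20 minutes, normalized to enzyme-free and DMSO wells.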
USP1-UAF1 inh = USP1/UAF1 (human) deubiquitinase inhibition; O94782; 0.23% of 390,000 active; Potency, µM (titrated, usually from 57.1 µM), without a hit: at the top dose activity change, negative = inhibition, most hits filed as inhibitors; recombinant USP1/UAF1, Ub-Rhodamine cleavage fluorescence; also: potency is read from the fitted curve at half-maximal effect; % is scaled to controls: 0 for no effect and ±100 for the full control effect; nearly all actives have a fitted effect of over 60% in size; inactives centre near -12
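Step one: compound is pinned into 1nM USP1/UAF1 in HEPES pH 7.8 buffer with TCEP. Step two: 15 min room-temperature incubation. Step three: Ub-Rho (150nM final) starts cleavage, tracked by fluorescence over six one-minute reads.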
TrxR1 substrate = is turned over as a substrate by rat TrxR1 | purified TrxR1 substrate turnover, NADPH consumption readout | AID 588456 | O89049 | Potency, µM (titrated, usually from 114 µM), for the others: at the top dose activity change, negative = substrate turnover | 0.01% of 390,000 active; also: potency is read from the fitted curve at half-maximal effect; % is scaled to controls: 0 for no effect and ±100 for the full control effect; nearly all actives have a fitted effect of over 50% in size
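Rat TrxR1, dispensed at 90 nM, was prereduced with 400 uM NADPH (final) for 5 min at ~22 deg C, then incubated with compound 15 min before 400 uM selenite. A first-read NADPH fluorescence drop versus no-compound background flagged substrates.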
Vif-APOBEC3G blk = Vif-A3G binding inhibition. Q9HC16. HeLa A3G-eYFP + Vif (tagged APOBEC3G with the HIV-1 protein that degrades it), YFP fluorescence, overnight. Potency, µM (highest dose often 46.1 µM), for inactives: at the highest dose activity, negative = active, most hits filed as inhibitors. 0.076% of 410,000 active;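 also: potency is read from the fitted curve at half-maximal effect; % is scaled to controls: 0 for no effect and ±100 for the full control effect; nearly all actives have a fitted effect of over 60% in size; hits raise eYFP signal because A3G escapes Vif-driven loss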
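HeLa cells stably expressing Vif and C-terminally eYFP-tagged A3G, seeded overnight at 37 deg C, then exposed to compound by pintool overnight at 37 deg C. Rise in yellow fluorescence (Ex 488/Em 500-530, Acumen) marks blocked Vif-driven A3G degradation.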
mIDH1 inhibitor = blocks human mutant IDH1 R132H enzyme; O75874; IDH1-R132H enzyme, NADPH consumption, diaphorase/resazurin fluorescence; AID 602179; 0.093% of 390,000 active; Potency, µM (series often up to 76.6 µM), inactives show top-dose activity change, negative = inhibition, most hits filed as inhibitors; also: potency is read from the fitted curve at half-maximal effect; % is scaled to controls: 0 for no effect and ±100 for the full control effect; nearly all actives have a fitted effect of over 65% in size
Target sequence (O75874 whole entry R132H, stated change not applied): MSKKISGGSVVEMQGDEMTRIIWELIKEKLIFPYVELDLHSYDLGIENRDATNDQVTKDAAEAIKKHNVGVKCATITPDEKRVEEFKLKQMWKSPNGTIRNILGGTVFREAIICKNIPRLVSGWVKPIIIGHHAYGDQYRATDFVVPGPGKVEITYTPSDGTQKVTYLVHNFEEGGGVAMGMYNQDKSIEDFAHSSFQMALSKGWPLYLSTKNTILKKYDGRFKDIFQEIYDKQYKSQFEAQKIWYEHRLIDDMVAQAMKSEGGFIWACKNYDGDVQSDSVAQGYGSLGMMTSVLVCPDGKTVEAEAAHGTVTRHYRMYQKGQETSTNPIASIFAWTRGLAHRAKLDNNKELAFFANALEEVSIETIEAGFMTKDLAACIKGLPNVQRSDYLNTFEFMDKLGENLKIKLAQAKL
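IDH1-R132H (0.5 ug/mL) preincubated 30 min with compound, then NADPH (0.016 mM) and alpha-KG (2 mM) added; 80 min at RT, pH 7.5. Remaining NADPH coupled via diaphorase/resazurin to fluorescence (540/590 nm); concentration-response curves normalized to no-enzyme control.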
Glioma ERSR ind = induces the endoplasmic reticulum stress response in human glioma cells; Potency, µM, for the others: at the top dose activation, actives largely listed as activators; U87-MG GRP78 promoter luciferase reporter, 16 h; 0.02% of 420,000 active; also: potency is read from the fitted curve at half-maximal effect; series mostly up to about 76 µM; % of control where 0% means no effect; nearly all actives have a fitted effect of over 35% in size
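ERSR induction read as luciferase luminescence (Bright-Glo, 10 min at room temperature) in stably transfected human U87-MG glioma cells exposed to compounds for 16 h, using GRP78 as sensor.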
RXFP1 agonist = agonists of human relaxin receptor RXFP1. Q9HBX9. HEK293T-RXFP1 cAMP TR-FRET, 30 min; response scale: percent of porcine relaxin response, buffer zero. Potency, µM (highest dose often 57.5 µM), for inactives: top-dose activation, actives largely listed as activators. AID 2676. 0.3% of 370,000 active; also: potency is read from the fitted curve at half-maximal effect; % is scaled to controls: 0 for no effect and ±100 for the full control effect; nearly all actives have a fitted effect of over 60% in size; many of its hits are not listed in these tables
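cAMP rise read by TR-FRET after 30 min, 37C compound exposure (up to 58 uM) in RXFP1-transfected HEK293 cells with Ro 20174 present. EC50 from Hill-equation fits, with 29 nM porcine relaxin as 100% and buffer as basal.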
Vif-A3F inh = Vif-A3F binding inhibition. HeLa A3F-eYFP + Vif (tagged APOBEC3F with the HIV-1 protein that degrades it), YFP fluorescence increase. Potency, µM (doses to about 46.1 µM), for inactives: at the highest dose activity, negative = active. 0.2% of 390,000 active. AID 602313; also: potency is read from the fitted curve at half-maximal effect; % of control where 0% means no effect; nearly all actives have a fitted effect of over 65% in size
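HeLa cells stably expressing Vif plus C-terminally eYFP-tagged A3F were seeded, incubated overnight at 37 deg C, dosed with compound, incubated overnight again at 37 deg C. Yellow fluorescence (Ex 488/Em 500-530) reported blocked Vif-mediated A3F-eYFP degradation.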
PI4K2A inh = PI4K2A (human) kinase inhibition | Q9BTU6 | activity change, negative = inhibition, % at 76.9 µM | purified PI4K2A, ADP-Glo luminescence, 1 h; active compounds read low | 0.13% of 420,000 active; in the data active = activity change below about -50%; inconclusive = mostly about -30% to -49%;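 also: -100% = wells without enzyme as full effect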
Target sequence (Q9BTU6 whole entry, looked up): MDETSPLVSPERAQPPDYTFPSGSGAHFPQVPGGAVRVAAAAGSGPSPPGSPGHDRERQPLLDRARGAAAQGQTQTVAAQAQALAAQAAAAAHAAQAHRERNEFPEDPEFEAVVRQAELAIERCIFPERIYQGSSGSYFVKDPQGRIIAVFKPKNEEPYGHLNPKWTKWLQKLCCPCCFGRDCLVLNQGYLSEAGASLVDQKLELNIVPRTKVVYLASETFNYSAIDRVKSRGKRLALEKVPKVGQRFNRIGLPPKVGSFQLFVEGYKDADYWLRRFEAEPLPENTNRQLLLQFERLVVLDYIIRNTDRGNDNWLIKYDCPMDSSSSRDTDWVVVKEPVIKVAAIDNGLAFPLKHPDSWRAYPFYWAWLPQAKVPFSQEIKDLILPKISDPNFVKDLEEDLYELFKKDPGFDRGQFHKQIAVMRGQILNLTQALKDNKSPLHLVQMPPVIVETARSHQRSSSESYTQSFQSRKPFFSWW
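PI4K2A activity was measured by ADP-Glo luminescence: enzyme (4 ug/mL stock) and phosphatidylinositol (1.2 mM stock) in Tris pH 7.5/MgCl2/EGTA/Triton X-100 buffer were reacted with ATP (300 microM stock) for one hour at ambient temperature.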
* hit, by the source's call; ? = inconclusive; · = no result given; & = joins results of further samples; [ ] = dose if it differs, or a comment. Unless noted, calls follow the shape of the dose curve; as a rule, active = well fitted curve in the direction sought with a large enough effect; inconclusive = small, poorly fitted or top-dose-only effect, or another doubt; inactive = no such curve, though single readings can be large; an effect the other way counts as inactive or inconclusive. This is a subset; count on the stated rates, not on these rows.

SMILES | LDHA block | USP1-UAF1 inh | TrxR1 substrate | Vif-APOBEC3G blk | mIDH1 inhibitor | Glioma ERSR ind | RXFP1 agonist | Vif-A3F inh | PI4K2A inh
CCOC(CNC(=O)C(=O)Nc1cc2c3c(c1)CCC(=O)N3CCC2)OCC | -20 | -9% | 4% | -2% | -1% | -2% | -0.6% | 1% | -1
CC(NC(=O)/C(=C/c1cccc([N+](=O)[O-])c1)NC(=O)c1ccco1)C(=O)O (configuration not stated) | -2 | -6% | -13% | 2% | -2% | -3% | -0.1% | -11% | 8
Cc1ccc2cc(C#N)c(N3CCN(C)CC3)nc2c1 | -1 | -2% | 27%[57.1 µM] | 0% | 7% | -4% | 0.8% | 2% | -4
COc1cccc(-c2cc(=O)c3cc(NC(=O)c4ccc(Cl)cc4)ccc3[nH]2)c1 | -8 | -18% | -1% | -27% | -11% | -2%&-2% | 12% | 0% | 2
COc1cnc(SCc2c(Cl)cccc2Cl)nc1Cl | -2 | -15% | -3% | -3% | 7% | -6% | 0.4% | -1% | 4
CN(C)S(=O)(=O)c1cc(NC(=O)CN2CCN(c3ccccc3)CC2)ccc1Cl | -8 | -9% | 6%[57.1 µM] | 0% | 3% | 7% | 1.7% | -8% | 1
Cc1nn(Cc2ccccc2Cl)c2sc(C(=O)NCCCn3ccnc3)cc12 | -1 | -2% | -1%[57.1 µM] | 0% | 1% | -4% | 0.1% | -3% | 1
COC(=O)C(C)Sc1ncnc2c1c(-c1ccccc1)cn2-c1ccc(OC)cc1 (configuration not stated) | 1 | -10% | 4% | 0% | 1% | -6% | 0.9% | -8% | -4
COc1ccc(C)cc1NC(=O)c1c(C)oc2ncn(CC(C)C)c(=O)c12 | -3 | ? | -4% | -4% | -8% | 0% | 0.9% | 1% | 1
C=CCSC1=N/C(=C\c2cc(OC)c3c(c2)OCO3)C(=O)S1 | -7 | -25% | -7% | -4% | -2% | -2% | 0.3% | 0% | -6
CC(=O)Nc1ccc(S(=O)(=O)N2CCN(C3CCCCCCC3)CC2)cc1 | -7 | -2% | 8% | 1% | 9% | -2% | 1.3% | -1% | -3
O=C(CN1C2CCCC1CC(NC(=O)c1ccco1)C2)Nc1ccccc1 (configuration not stated) | 4 | -18% | 9%[57.1 µM] | 1% | 0% | 5% | -0.1% | -19% | -2
CCOc1cccc2sc(Cl)nc12 | -2 | -15% | -10%[57.1 µM] | -1% | 5% | 3% | 2.0% | -6% | 1
CCc1nn(CC(=O)N2CCN(c3cccc(C)c3C)CC2)c(=O)c2cc3sccc3n12 | -2 | 8% | 2% | 6% | -16% | -1% | 1.3% | -8% | -4
CCOC(=O)C1=C(C)N=C2c3ccccc3C(=O)C2C1c1ccc(Cl)cc1 (configuration not stated) | -3 | -17% | -4%[57.1 µM] | -13% | -9% | 4% | 4.0% | -8% | 4
CCn1c(SCC(=O)N/N=C/C=C/c2ccco2)nc2ccccc21 | 2 | -19% | -9% | -15% | 5% | 4% | 1.3% | ? | -18
Cc1ccc(NC(=O)CSCC(=O)N2CCN(Cc3ccc4c(c3)OCO4)CC2)cc1 | 2 | -17% | 6% | 0% | 6% | -3% | 0.4% | 3% | 2
CN(C)/C=N/c1cc(=O)[nH]c(=O)n1C | 5 | -27% | 6%[57.1 µM] | -6% | 4% | 1% | -0.6% | 5% | -2
O=C(NC(=S)Nc1ccc(Oc2ccc(Cl)cc2)cc1)c1ccccc1 | -8 | -18% | -12% | 11% | 7% | -1% | 2.7% | 1% | 7
Cc1ccc(C(=O)NCCN2CCOCC2)cc1 | -7 | -2% | 10% | 1% | 5% | -2% | 1.7% | -2% | 0
COc1cccc2c1Oc1ncccc1N(C(=O)CCC(=O)NC(C)C)C2 | 2 | 3% | 2% | -7% | -4% | -2% | 0.6% | -8% | -1
COc1cccc(-c2nc3n(n2)C(c2ccc4c(c2)OCO4)C(C(N)=O)=C(C)N3)c1 (configuration not stated) | 0 | -6% | 2%[57.1 µM] | 3% | -5% | 0% | 0.5% | -3% | -1
O=S(=O)(NCCC1=CCCCC1)c1cccc(Br)c1 | 5 | -24% | -4% | -3% | 15% | 1% | -1.3% | -11% | 5
CN(C)/C=C1\C=C2C(=O)c3ccccc3N2C1=O | 13 | 4.5µM* | -17% | 7% | -1% | -7% | 3.3% | 3% | -8
O=C(Nc1ccc(N2CCOCC2)cc1N1CCOCC1)c1ccc(F)cc1 | -8 | -5% | -4% | -4% | 3% | -4% | · | -10% | -2
O=C(NCc1ccc(Cl)cc1)c1cc(S(=O)(=O)N2CCCCC2)c[nH]1 | 0&3 | -32%&-19% | -12%&-8% | -8%&1% | 8%&-10% | -4%&-5% | -1.5%&0.7% | 2%&-4% | -4&-2
Cn1cncc1C#Cc1ccc2cc(CCCO)oc(=O)c2c1 | -4 | -13% | 16%[57.1 µM] | -8% | -8% | 11% | 0.7% | 4% | -5
COC(=O)C1=C(C)NC(=O)C1(NC(=O)c1ccc(Cl)cc1)C(F)(F)F (configuration not stated) | -5&-15 | -21% | 2%[57.1 µM] | 2% | -2% | -3% | -0.3% | 5% | 0
Cc1ccc(NC2=C(Cl)C(=O)OC2OC(=O)c2ccccc2)c(C)c1 (configuration not stated) | -2 | -19% | 4%[57.1 µM] | 4% | -1% | -7% | -0.8% | -2% | 2
Cc1ccc(OCCSc2cc(C)nc(N)n2)cc1 | -1 | -15% | 4% | 0% | 12% | 7% | 2.4% | -11% | -14
O=C(NOC(=O)c1cc(Br)ccc1Cl)c1cccs1 | -1 | 0% | 4% | 0% | 9% | -2% | 0.2% | -9% | -3
Cc1n[nH]c(C)c1S(=O)(=O)N1CCCC(C(=O)N2CCc3ccccc32)C1 (configuration not stated) | 0 | -10% | 1% | 3% | 0% | -4% | 0.8% | 0% | 4
CC(C)c1nc2cc(C(=O)NC(c3cccnc3)C(F)(F)F)ccc2o1 (configuration not stated) | -1 | -18% | 2%[57.1 µM] | 3% | 2% | -1% | -1.2% | 1% | 8
COC(=O)C1c2ccccc2-c2ccccc21 | 0 | -6% | 3% | -2% | -1% | -4% | -1.5% | -3% | 3
COC(=O)C1=C(C)NC(=O)CC1c1ccccc1F (configuration not stated) | -2 | -6% | 6% | -4% | -1% | -2% | 1.9% | 0% | 0
Cc1ncoc1C(=O)Nc1ccc(Oc2ccccc2)cc1 | -3 | -8% | -8% | 0% | 1% | 6% | -0.3% | -10% | -3
Cc1nc(N)nc(C)c1Cc1ccccc1 | 3 | -4% | -4% | -1% | 6% | -3% | 1.6% | · | -3
CC1CCC(NC(=O)CCS(=O)(=O)c2ccc3c(c2)CCN3C(=O)C2CC2)CC1 (configuration not stated) | -7 | -12% | -5% | -4% | 12% | -1% | -0.3% | -2% | 5
COc1cc2c(cc1OC)CN(CC(=O)Nc1ccc(Cl)cc1Cl)CC2 | 9 | -22% | -13%[57.1 µM] | 3% | 1% | -3% | 1.0% | -4% | 2
O=C(NCCc1ccc(Cl)cc1)c1ccc2c(c1)N(Cc1ccccc1)C(=O)CS2 | -8 | -27% | 3%[57.1 µM] | 2% | -14% | -3% | 3.3% | -7% | -2
O=C(Cn1cc(/C=N/O)c2ccccc21)N1CCOCC1 | -2 | -2% | 5%[57.1 µM] | 0% | 9% | -4% | -0.3% | -5% | 4
COc1cc(/C=N/NC2=NCCCCC2)ccc1O | 0 | -26% | 3% | 2% | 11% | 3% | -1.7% | 7% | 0
O=C1CCC(=O)N1CCOP1(=O)COc2ccccc2OC1 | -6 | -20% | 9%[57.1 µM] | 2% | 4% | -6% | -0.9% | -5% | 1
Cc1ccc(SCC(=O)OCC(=O)NCc2cccs2)cc1C | -5 | -16% | 4%[57.1 µM] | 1% | 5% | 1% | -1.0% | ? | 5
CN1CCN(C2OC(=O)c3ccccc32)CC1 (configuration not stated) | -9 | -6% | 8%[57.1 µM] | 2% | 0% | -1% | 2.0% | -6% | 3
COc1ccccc1NC(=O)C1=C(C)Nc2nnnn2C1c1cc(Br)ccc1OC (configuration not stated) | -3 | -8% | -6% | -9% | -1% | 9% | 3.0% | -2% | 0
COc1ccc(-c2nn(-c3ccccc3)cc2C(=O)Nc2ccc(C(=O)O)cc2)cc1 | -7 | -21% | 7%[57.1 µM] | -1% | 7% | 1% | 1.1% | 9% | -2
CC(=O)Oc1ccc2c(c1)CCC1C2CCC2(C)C(OC(C)=O)CCC12 (configuration not stated) | -17 | -8% | -4% | -17% | -7% | 6% | · | -10% | 4
CN(C(=O)c1ccc2c(c1)SC1=NS(=O)(=O)CCN12)C(c1ccccc1)c1ccccc1 | -3 | -9% | 4% | -3% | 0% | -4% | 4.1% | -3% | 2
O=Cc1ccc(OCCN2CCCC2=O)cc1 | 1 | -18% | -9%[57.1 µM] | 0% | 3% | -1% | 1.9% | 1% | 0
